MCF10A rerep: A quantitative high throughput screen for small molecules that induce DNA re-replication in MCF 10a normal breast cells; MCF 10A DNA re-replication, Hoechst nuclear intensity, 48 h; Potency, µM (highest dose often 46.1 µM), for the others: top-dose activity, positive = re-replication, most hits filed as activators; hit rate 2.9% among 350,000; AID 624296, 2012; further: potency means the concentration at half of the fitted maximal effect; % of control where 0% means no effect; nearly all actives have a fitted effect of over 50% in size
IL1B secr inh: qHTS for Inhibitors of Inflammasome Signaling: IL-1-beta AlphaLISA Primary Screen | activity change, % at 57.5 µM | THP-1 LPS/ATP IL-1B secretion, AlphaLISA, 16 h; stronger effect = lower value | AID 743279, 2014 | hit rate 4.7% among 360,000; in the data active means activity change below about -50%; inconclusive means mostly about -30% to -49%; further: on the % scale 0 is the no-effect control and ±100 the full control effect
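THP-1 cells pretreated 1 hr with compounds (up to 57.5 uM final), then stimulated with LPS (250 ng/mL final) plus ATP (1.25 mM final); secreted IL-1B measured by AlphaLISA after 16 hr, decreased signal indicating inhibition.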
KB-3-1 cytotox: qHTS assay for MDR1-selective chemotherapeutics: Primary screen using the parental adenocarcinoma cell KB-3-1 | KB-3-1 viability, CellTiter-Glo ATP luminescence, 72 h | hit rate 1.4% among 400,000 | Potency, µM (series often up to 46.1 µM), inactives show at the top dose activity change, negative = cytotoxic, most hits filed as cytotoxic; further: potency means the concentration at half of the fitted maximal effect; on the % scale 0 is the no-effect control and ±100 the full control effect; nearly all actives have a fitted effect of over 60% in size
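KB-3-1 parental drug-naive adenocarcinoma cells in DMEM/10% FBS, incubated 72 h at 37 C with pin-transferred compounds across a concentration series. Viability by CellTiter-Glo luminescence; concentration-response curves fitted after normalization.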
ATXN2 expr inh: Primary qHTS for Inhibitors of ATXN expression; HEK-293 ATXN2-luciferase reporter, luminescence, 24 h; Potency, µM (series often up to 57 µM), for inactives: at the highest dose activity change, negative = inhibition, most hits filed as inhibitors; hit rate 0.72% among 360,000; further: potency means the concentration at half of the fitted maximal effect; on the % scale 0 is the no-effect control and ±100 the full control effect; nearly all actives have a fitted effect of over 55% in size
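ATXN2-luciferase reporter cells (luciferase flanked by upstream and downstream ATXN2 gene portions) were treated 24 h at 37 °C with compounds at up to 57 uM. SteadyGlo luminescence gave expression; GF-AFC fluorescence gave viability.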
WRN inhibitor: qHTS for Inhibitors of WRN Helicase; Bifunctional 3'-5' exonuclease/ATP-dependent helicase WRN (Homo sapiens), Q14191; AID 651768, 2012; Potency, µM (doses to about 114 µM), for the others: at the top dose activity change, negative = inhibition, actives largely listed as inhibitors; WRN helicase unwinding, fluorescent forked duplex, kinetic; hit rate 0.46% among 360,000; further: potency means the concentration at half of the fitted maximal effect; on the % scale 0 is the no-effect control and ±100 the full control effect; nearly all actives have a fitted effect of over 55% in size
Target sequence (Q14191 whole entry, looked up): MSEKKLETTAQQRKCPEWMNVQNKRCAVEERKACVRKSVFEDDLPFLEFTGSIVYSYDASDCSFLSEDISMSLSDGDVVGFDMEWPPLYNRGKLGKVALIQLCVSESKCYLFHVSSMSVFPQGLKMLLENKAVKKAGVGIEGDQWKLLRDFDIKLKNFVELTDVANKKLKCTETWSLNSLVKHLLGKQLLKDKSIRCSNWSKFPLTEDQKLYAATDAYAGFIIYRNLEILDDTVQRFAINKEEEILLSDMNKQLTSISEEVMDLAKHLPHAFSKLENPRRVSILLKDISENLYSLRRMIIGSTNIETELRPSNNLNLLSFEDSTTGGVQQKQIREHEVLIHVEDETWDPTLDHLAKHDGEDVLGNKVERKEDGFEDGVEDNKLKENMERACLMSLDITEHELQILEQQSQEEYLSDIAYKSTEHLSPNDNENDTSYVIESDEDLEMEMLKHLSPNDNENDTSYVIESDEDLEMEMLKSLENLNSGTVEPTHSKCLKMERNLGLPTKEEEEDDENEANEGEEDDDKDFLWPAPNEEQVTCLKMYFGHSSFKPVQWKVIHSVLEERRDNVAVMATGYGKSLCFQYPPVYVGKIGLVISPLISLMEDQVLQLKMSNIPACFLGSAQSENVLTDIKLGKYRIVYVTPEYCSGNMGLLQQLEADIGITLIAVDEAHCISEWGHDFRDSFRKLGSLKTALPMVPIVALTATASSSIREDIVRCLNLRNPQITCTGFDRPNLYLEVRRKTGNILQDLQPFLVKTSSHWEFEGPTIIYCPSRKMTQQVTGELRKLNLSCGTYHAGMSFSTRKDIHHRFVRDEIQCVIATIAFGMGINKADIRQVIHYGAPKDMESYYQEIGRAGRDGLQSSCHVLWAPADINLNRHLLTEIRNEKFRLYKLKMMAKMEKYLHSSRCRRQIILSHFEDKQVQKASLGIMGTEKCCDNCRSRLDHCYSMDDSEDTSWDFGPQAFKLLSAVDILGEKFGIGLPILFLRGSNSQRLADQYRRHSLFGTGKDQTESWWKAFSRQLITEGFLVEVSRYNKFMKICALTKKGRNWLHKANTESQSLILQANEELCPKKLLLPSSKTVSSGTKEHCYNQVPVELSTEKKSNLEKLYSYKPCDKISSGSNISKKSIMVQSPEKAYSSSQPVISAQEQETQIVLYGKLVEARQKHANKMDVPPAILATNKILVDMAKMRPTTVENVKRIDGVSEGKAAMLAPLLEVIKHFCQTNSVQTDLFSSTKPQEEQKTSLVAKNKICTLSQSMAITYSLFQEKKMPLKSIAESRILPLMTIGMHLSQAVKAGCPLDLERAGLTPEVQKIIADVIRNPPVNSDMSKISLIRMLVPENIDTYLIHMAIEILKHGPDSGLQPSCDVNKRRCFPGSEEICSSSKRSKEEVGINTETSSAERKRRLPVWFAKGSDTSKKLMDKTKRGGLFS
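Enzyme (20 nM final) and test compound sit together 15 min at room temperature before substrate addition. Substrate is a single-forked duplex oligonucleotide (100 nM) labelled with fluorophore and quencher, with 2 mM ATP; helicase unwinding raises red fluorescence, read kinetically.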
KB-V1 cytotox: qHTS assay for MDR1-selective chemotherapeutics: Primary screen using the drug-selected MDR subline cells KB-V1. KB-V1 MDR cells viability, CellTiter-Glo, 72 h. hit rate 3.4% among 400,000. Potency, µM (doses to about 46.1 µM), without a hit: at the top dose activity change, negative = cytotoxicity, usual class: cytotoxic; further: potency means the concentration at half of the fitted maximal effect; on the % scale 0 is the no-effect control and ±100 the full control effect; nearly all actives have a fitted effect of over 60% in size
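Cells of the MDR subline KB-V1 are plated, dosed with compound at multiple concentrations, and incubated 72 h at 37 degrees C; CellTiter-Glo is then added and luminescence read after 10 min.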
SW480 rereplic: A quantitative high throughput screen for small molecules that induce DNA re-replication in SW480 colon adenocarcinoma cells | Potency, µM (highest dose often 46.1 µM), without a hit: at the top dose re-replication activation, usual class: activators | hit rate 1.8% among 340,000 | SW480 DNA re-replication, Hoechst DNA content imaging, 48 h; further: potency means the concentration at half of the fitted maximal effect; % of control where 0% means no effect; nearly all actives have a fitted effect of over 55% in size
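Cells (250 per well) received 23 nL compound or DMSO by pin tool and were kept 48 hr at 37 C, 5% CO2. Nuclei were then stained with Hoechst for 40 min and scanned for DNA content.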
HT1080NT lethal: qHTS for induction of synthetic lethality in tumor cells producing 2HG: qHTS for the HT-1080-NT fibrosarcoma cell line; HT-1080-NT fibrosarcoma viability, CellTiter-Glo ATP luminescence, 48 h; Potency, µM (series often up to 46.1 µM), inactives show at the top dose activity, negative = less viability, most hits filed as cytotoxic; hit rate 1.6% among 360,000;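 further: NT is the 2HG producing partner of a matched IDH1 knockdown line; potency means the concentration at half of the fitted maximal effect; 0% = DMSO-treated cells and -100% = media-only wells without cells; nearly all actives have a fitted effect of over 55% in size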
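HT-1080-NT fibrosarcoma cells (2HG-overproducing), 750 cells/well in RPMI with 5% FBS, dosed after 2 h and incubated 48 h at 37C. CellTiter-Glo luminescence normalized to DMSO and no-cell wells; concentration-response curves fitted and classed.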
HT1080 IDH1KD tx: qHTS for induction of synthetic lethality in tumor cells producing 2HG: qHTS for the HT-1080-IDH1KD cell line; HT-1080 IDH1 knockdown viability, ATP luminescence, 48 h; Potency, µM (titrated, usually from 46.1 µM), without a hit: top-dose activity, negative = toxicity, usual class: cytotoxic; hit rate 2% among 360,000;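 further: potency means the concentration at half of the fitted maximal effect; 0% = DMSO wells and -100% = cell-free medium wells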
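Assay cells: HT-1080 with IDH1 knockdown, 750 per well, RPMI/5% FBS. Exposure: 48 h at 37 °C following 2 h pre-incubation. Read: CellTiter-Glo luminescence; fitted concentration-response, curve class assigned.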
An asterisk follows results filed as active; ? = inconclusive; . = not tested or not shown; [ ] = another dose, or the depositor's remark. Unless noted, the call rests on the fitted dose curve; in most records, active means well fitted curve in the direction sought with a large enough effect; inconclusive means small, poorly fitted or top-dose-only effect, or another doubt; inactive means no such curve, though single readings can be large; an effect the other way counts as inactive or inconclusive. An unsorted share of the library, and some 12% of all compounds hit somewhere here.

no.	compound	MCF10A rerep	IL1B secr inh	KB-3-1 cytotox	ATXN2 expr inh	WRN inhibitor
1	COCCN(CC(=O)NC1CCCCC1)C(=O)c1csnn1	6%	10	26%	-4%	1%
2	Cn1nnc2cc(NC(=O)Nc3cccc(C(F)(F)F)c3)ccc21	20%	?	13%	-8%	-6%[57.1 µM]
3	O=C(NNS(=O)(=O)c1ccc(C(=O)NC2CCCC2)cc1)c1ccncc1	?	31	18%	1%	-14%
4	O=C(Nc1ccc(Cl)cc1)N1CCOC12CCCCC2	0%	-6	15%	27%	-1%
5	COc1c(F)c(F)c(C(=O)Nc2ccc(NC(=O)Cc3ccccc3)cc2)c(F)c1F	13%	13	-3%	.	-4%
6	Cc1oc(-c2ccc(Cl)cc2)nc1CN1CCC(C(=O)NCc2cccs2)CC1	15%	-54*	-16%	35%	1%
7	Cc1occc1C(=O)NNC(=O)C1CCCC1	0%	-1	13%	-16%	10%
8	Cc1ccc(-c2ccc(S(=O)(=O)NCC3CCCO3)cc2)cc1 (stereo unspecified)	5%	22	-19%	.	-6%
9	Cc1cccc(NC2CCCCC2NS(=O)(=O)c2ccccc2)c1 (stereo unspecified)	0%	16	7%	-12%	-4%
10	Clc1ccccc1OCCCCN1CCNCC1	21µM*	-16	7%	-3%	?
11	NC(=O)c1ccc(SCC(=O)NC2CCCCC2)c([N+](=O)[O-])c1	-25%	3	5%	5%	-4%[57.1 µM]
12	CCN(CC)CCNC(=O)c1ccc(NC(=O)Cc2ccsc2)cc1	?	16	12%	4%	10%
13	COc1ccc(-c2ccc(CN3C(C)C(=O)N(Cc4cn(CCC5OCCO5)nn4)CCS3(=O)=O)cc2)cn1 (stereo unspecified)	.	20	-24%	-20%	2%
14	C=CCN(CC=C)Cc1nc(N)nc(Nc2ccccc2C)n1	1%	3	3%	-8%	-9%
15	Cc1ccc(S(=O)(=O)N2CCC(C(=O)OC(C)C(=O)N3CCOCC3)CC2)cc1 (stereo unspecified)	22%	26	11%	2%	-4%

no.	KB-V1 cytotox	SW480 rereplic	HT1080NT lethal	HT1080 IDH1KD tx
1	12%	0%	14%	12%
2	?	?	14%	25%
3	25%	1%	16%	12%
4	0%	0%	18%	14%
5	1%	-6%	28%	5%
6	-3%	14%	21µM*	?
7	-2%	1%	9%	3%
8	?	-70%[inhibitor]	-16%	?
9	9%	4%	-2%	-7%
10	11%	-44%[inhibitor]	-21%	-1%
11	?	4%[1.84 µM]	4%	7%
12	?	-11%	0%	1%
13	-18%	.	-1%	-9%
14	-1%	18%	-1%	0%
15	-11%	-3%	3%	1%

Overlap with the part before: three entries, then new ones.
no.	compound	MCF10A rerep	IL1B secr inh	KB-3-1 cytotox	ATXN2 expr inh	WRN inhibitor
13	COc1ccc(-c2ccc(CN3C(C)C(=O)N(Cc4cn(CCC5OCCO5)nn4)CCS3(=O)=O)cc2)cn1 (stereo unspecified)	.	20	-24%	-20%	2%
14	C=CCN(CC=C)Cc1nc(N)nc(Nc2ccccc2C)n1	1%	3	3%	-8%	-9%
15	Cc1ccc(S(=O)(=O)N2CCC(C(=O)OC(C)C(=O)N3CCOCC3)CC2)cc1 (stereo unspecified)	22%	26	11%	2%	-4%
16	O=C(N=C1SC2CS(=O)(=O)CC2N1c1ccccc1Cl)C1CCCO1 (stereo unspecified)	-4%	14	7%	6%	7%
17	CC(=O)NC(=S)Nc1ccc(N2CCOCC2)c(S(=O)(=O)Nc2cc(Cl)ccc2Cl)c1	8%	27	2%	3%	-2%
18	O=C(CN1C(=O)NC2(CCCCC2)C1=O)Nc1ccc(N2CCOCC2)cc1	10%	-8	0%	-17%	-12%
19	Cc1ccccc1-n1c(=O)cc(N2CCc3ccccc32)[nH]c1=O	18%	-9	?	-39%	3%
20	CC(=O)Nc1cccc(C(=O)N/N=C/c2ccc(C)o2)c1	-10%	-10	1%	4%	-8%
21	CCCNC(=O)C1(C)CCCN(Cc2ccc(C(F)(F)F)cc2)C1 (stereo unspecified)	.	10	0%	-7%	-3%
22	N#Cc1c2ccc(O)cc2n2ccccc12	?	-52*	9%	0%	-24%
23	CC(C)CN1CCN(Cc2cc3ccccc3[nH]2)CC1CCO (stereo unspecified)	?	-10	0%	4%	11%
24	CC(C)(C)c1ccc(C(=O)C=[N+]=[N-])cc1	-2%	8	-13%	-8%	-7%
25	COc1ccc(CNC(=O)COC(=O)Cc2ccsc2)cc1	29%	0	-2%	4%	1%
26	CC(=O)NCc1nc2ccccc2n1C(C)C	-7%	11	-5%	1%	7%
27	CCN(CC(=O)NCc1ccc(Cl)cc1)C(=O)CCc1ccccc1O	-2%	?	-9%	-11%	-4%
28	CSc1ccc(C(=O)C2CCCN(C(=O)c3csc(C(C)=O)c3)C2)cc1 (stereo unspecified)	7%	-8	-8%	-5%	6%
29	N/C(=N/O)c1ccccc1N1CCC(Cc2ccccc2)CC1	4%	35	?	.	0%
30	C=CCOC(=O)C1=C(C)NC(SCC(=O)Nc2ccc(C)c(Cl)c2)=C(C#N)C1c1ccco1 (stereo unspecified)	11µM*	-3	-4%	?	-1%

no.	KB-V1 cytotox	SW480 rereplic	HT1080NT lethal	HT1080 IDH1KD tx
13	-18%	.	-1%	-9%
14	-1%	18%	-1%	0%
15	-11%	-3%	3%	1%
16	27%	?	1%	20%
17	7%	-7%	8%	4%
18	2%	3%	25%	17%
19	-6%	-3%	-16%	-3%
20	16%	1%	7%	13%
21	5%	.	?	8%
22	-22%	?	-23%	-3%
23	12%	?	-22%	-29%
24	6%	1%	17%	19%
25	1%	-5%	2%	3%
26	10%	-4%	11%	11%
27	?	-5%	-1%	0%
28	?	-2%	-5%	-3%
29	-1%	21%	-11%	-11%
30	-7%	11µM*	18µM*	16µM*

Next entries:
no.	compound	MCF10A rerep	IL1B secr inh	KB-3-1 cytotox	ATXN2 expr inh	WRN inhibitor
31	COc1cc(C(=O)OCCCN2CCOCC2)ccc1O	1%	9	0%	-13%[11.3 µM]	-33%
32	COc1cc(-c2[nH]nc3c2C(c2ccoc2)C(C#N)=C(N)O3)cc(OC)c1OC (stereo unspecified)	0%	17	9%	-3%	-31%[57.1 µM]
33	COc1ccccc1CN(Cc1cc2cc(C)ccc2[nH]c1=O)Cc1nnnn1Cc1ccco1	22%	-62*	?	-35%	-6%
34	Cc1cc(C)n2nc(S(=O)(=O)Nc3c(Cl)cccc3Cl)nc2n1	-17%	0	2%	-11%	-14%
35	Cc1ccc(OCCCC(=O)Nc2ccc(S(=O)(=O)Nc3ccccn3)cc2)cc1	-4%	10	0%	-1%	7%
36	O=C(CN1CCN(Cc2ccc(Cl)cc2)C1=O)NCCCN1CCOCC1	-7%	-1	-5%	1%	-3%
37	COc1ccccc1Nc1nc2nonc2[nH]c1=O	13%	4	-9%	.	-6%
38	CN(C)c1ccc(/C=C2\C(=N)N3N=C(CC(=O)N4CCCCC4)SC3=NC2=O)cc1	17%	13	5%	7%	?
39	O=C(Cn1cnc2cc([N+](=O)[O-])ccc2c1=O)NCc1ccc(Cl)cc1	-1%	0	-2%	-19%	-20%
40	O=C(COC(=O)COc1ccc(Cl)cc1Cl)Nc1cccnc1Cl	-1%	14	14%	2%	-2%
41	CC(C)c1onc(C(=O)N2CCN(c3ccccc3)CC2)c1[N+](=O)[O-]	-7%	-7	4%	-1%	-1%
42	O=C(Cc1cccc(NC(=O)C2CCCN(C(=O)CCc3ccccc3)C2)c1)Nc1ccc(C(=O)N2CCOCC2)cc1 (stereo unspecified)	2%	2	-10%	6%	-5%

no.	KB-V1 cytotox	SW480 rereplic	HT1080NT lethal	HT1080 IDH1KD tx
31	?	-4%	1%	19%
32	?	3%	2%	8%
33	18µM*	5%	?	-1%[9.24 µM]
34	7%	-24%	0%	8%
35	29%	-5%	13%	25%
36	-4%	-2%	17%	-4%
37	0%	-5%	-19%	-1%
38	3%	-12%	13%	6%
39	-3%	8%	-28%	-22%
40	-3%	-5%	6%	1%
41	12%	?	3%	3%
42	-3%	-11%	14%	6%

Screens: PubChem BioAssay, National Center for Advancing Translational Sciences (NCATS)
